Diaphorase act = activates diaphorase or chemically reduces, flagging diaphorase assay artifacts | Diaphorase/resazurin coupled assay, resorufin fluorescence, 16 min; stronger effect = higher value; 1 = vehicle wells, 0 = NADH-free wells | activation factor at 20 µM | actives 0.005% (n = 190,000) | AID 1229;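 active = diaphorase activity raised at least twofold by the compound at 20 µM; inactive = activation factor below 2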
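Material: purified diaphorase enzyme from Clostridium kluyveri; Also added: 0.114 mM NADH and 0.1 mM resazurin, final amounts; Doses: single compound dose of 20 µM, 1% DMSO final; Times: 16 min enzyme reaction, ambient temperature; Detection: resorufin fluorescence, excitation 544 nm, emission 590 nm; Measure: increased resorufin signal from activators or reducing compounds.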
TNAP act hi DEA = TNAP (human) activation, high acceptor. 200,000 tested, under 10 active. purified TNAP, CDP-star luminescence, 1 M DEA, 30 min; stronger effect = higher value; 0 = EDTA background, 1 = DMSO-only activity. activation factor at 20 µM;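 active = activation factor at least 2 at 20 µM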
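Measured by: Luminescent substrate turnover signal | Test system: Human TNAP | Input: TNAP 1/800 final | Dosing: 20 µM single point | Schedule: 30 min, room temperature | Controls: EDTA wells as negative control, DMSO wells as positive control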
PMI activator = activators of human phosphomannose isomerase; activation factor at 20 µM; P34949; purified human PMI, coupled resazurin fluorescence, 20 min; stronger effect = higher value; 1 = vehicle control, 0 substrate-free wells; AID 1214; actives 0.005% (n = 190,000);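 active = activation factor of 2 or more at 20 µM, relative to plate controls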
Target sequence (P34949 whole entry, looked up): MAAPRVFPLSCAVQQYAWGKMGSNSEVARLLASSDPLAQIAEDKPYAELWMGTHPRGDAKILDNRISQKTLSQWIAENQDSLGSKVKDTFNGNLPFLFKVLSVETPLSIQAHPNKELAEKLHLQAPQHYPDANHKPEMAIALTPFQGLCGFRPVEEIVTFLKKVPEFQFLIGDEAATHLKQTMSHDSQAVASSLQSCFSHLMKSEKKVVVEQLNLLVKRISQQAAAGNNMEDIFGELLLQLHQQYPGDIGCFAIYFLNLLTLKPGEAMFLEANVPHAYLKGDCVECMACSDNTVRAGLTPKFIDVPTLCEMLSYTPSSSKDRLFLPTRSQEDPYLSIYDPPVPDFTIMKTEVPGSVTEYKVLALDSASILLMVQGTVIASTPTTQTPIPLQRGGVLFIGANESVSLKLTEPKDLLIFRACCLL
HMGR II inh = E. faecalis class II HMG-CoA reductase inhibition. purified E. faecalis HMGR, NADPH absorbance 340 nm kinetic. inhibition, % at 10 µM. actives 0.41% (n = 190,000). AID 1066;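 active = inhibition above a set limit, the median over all tested compounds plus 3 SD, cut at about 9.5% in these data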;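 note: enzyme runs in reverse so mevalonate oxidation gives rising NADPH absorbance; 0% = complete reaction with DMSO and 100% = background rate lacking mevalonate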
G6PDH counter = L. mesenteroides G6PDH inhibition counter-screen; Purified L. mesenteroides G6PDH, diaphorase/resazurin coupled fluorescence, 45 min; inhibition, % at 5 µM; actives 0.12% (n = 200,000); in the data active = inhibition above about 50%
FLuc act counter = affects firefly luciferase, flagging false hits in luciferase stimulation screens. ATPlite luciferase biochemical, luminescence, 10 min; 0 = ATP-free wells, 1 = DMSO control. activation factor at 10 µM. AID 1027. P08659. 200,000 tested, under 10 active;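 active = luciferase activation factor, scaled between plate controls, of at least 2 with compound at 10 µM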
Target sequence (P08659 whole entry, looked up): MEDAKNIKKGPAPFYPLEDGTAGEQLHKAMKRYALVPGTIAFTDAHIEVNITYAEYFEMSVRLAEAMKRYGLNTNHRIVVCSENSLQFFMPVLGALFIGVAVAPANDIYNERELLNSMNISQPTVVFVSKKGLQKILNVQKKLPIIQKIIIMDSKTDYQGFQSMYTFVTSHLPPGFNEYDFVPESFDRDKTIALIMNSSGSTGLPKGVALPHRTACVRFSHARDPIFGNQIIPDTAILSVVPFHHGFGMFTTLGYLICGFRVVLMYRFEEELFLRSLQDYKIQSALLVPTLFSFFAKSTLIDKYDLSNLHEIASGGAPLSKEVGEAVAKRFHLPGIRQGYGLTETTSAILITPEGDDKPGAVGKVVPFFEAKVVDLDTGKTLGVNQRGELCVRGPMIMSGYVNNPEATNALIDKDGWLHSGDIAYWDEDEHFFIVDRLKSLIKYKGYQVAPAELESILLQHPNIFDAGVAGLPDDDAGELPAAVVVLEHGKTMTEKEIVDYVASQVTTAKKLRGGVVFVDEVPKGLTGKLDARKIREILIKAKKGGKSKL
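System: luciferase plus luciferin reagent, cell-free; medium: PBS as buffer for the ATP substrate; dosing: test compounds dosed from 2 mM stocks in 100% DMSO; timing: 10 min post-reagent at room temperature; measured by: luminescence measurement of luciferase light output; evaluation: luciferase activation, seen as luminescence increase over controls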
TNAP inh no acc = blocks human TNAP activity with no phosphate acceptor present | P05186 | purified TNAP, CDP-star luminescence, 30 min | inhibition, % at 20 µM | actives 0.26% (n = 200,000) | AID 1012;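 active = tissue-nonspecific alkaline phosphatase inhibition above about 50% at 20 µM in the single-dose screen, limit read from the data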;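 note: 0% = DMSO negative control and 100% = EDTA positive control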
Diaph inh CS = diaphorase inhibition or chemical oxidation counter-screen; diaphorase resazurin-to-resorufin fluorescence, NADH, 16 min; bacterial (C. kluyveri) enzyme, not human; inhibition, % at 20 µM; actives 0.69% (n = 190,000);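 active = primary screen inhibition at 20 µM above a set limit, cut at about 50% in these data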;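 note: plate controls were DMSO with full reaction for no effect and wells lacking NADH for full effect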
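Assay system: diaphorase enzyme from Clostridium kluyveri. Quantity: enzyme working solution with 0.14 U/mL diaphorase. Schedule: reaction incubation of 16 min at room temperature. Technique: resorufin fluorescence, excitation 544 nm, emission 590 nm. Controls: No-NADH positive control and DMSO neutral control.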
PMI act hi M6P = activators of human phosphomannose isomerase at near-saturating mannose 6-phosphate; AID 1216; coupled PMI enzyme assay, resazurin fluorescence, 20 min; stronger effect = higher value; 1 = untreated enzyme, 0 = substrate-free blank; P34949; actives 0.34% (n = 190,000); activation factor at 20 µM;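 active = activation factor of 2 or more at 20 µM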
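Test system – human PMI in coupled enzyme assay · Timing – 20 min incubation at room temperature · Detection – Diaphorase-driven resazurin-to-resorufin fluorescence, excitation 544, emission 590 nm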
TNAP inh hiacc = TNAP (human) inhibition, high acceptor | purified TNAP, CDP-star luminescence, 1 M DEA | inhibition, % at 20 µM | actives 0.03% (n = 200,000) | AID 1135;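 active = over 50% inhibition of tissue-nonspecific alkaline phosphatase at 20 µM in the single-dose screen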;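 note: plate controls were DMSO wells for no effect and EDTA-quenched wells as full inhibition for full effect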
Numbers without * were called inactive; · = no result given. Compounds were not picked by outcome; any-hit rate near 1.7%.

SMILES	Diaphorase act	TNAP act hi DEA	PMI activator	HMGR II inh	G6PDH counter	FLuc act counter	TNAP inh no acc	Diaph inh CS	PMI act hi M6P	TNAP inh hiacc
CC(=O)c1ccccc1NC(=O)COC(=O)CCCN1C(=O)c2cccc3cccc(c23)C1=O	0.8	1	0.9	2	3	1.1	-19	16	1	3
Cc1ccccc1C(=O)Nc1ccc(C(=O)N/N=C/c2ccncc2)cc1	0.8	1	1	-2	14	1	-2	15	1	-1
C=CC[n+]1c(/C=C2\C=Cc3cc(C)ccc3N2CC)ccc2ccccc21	0.9	0.6	0.8	0	-5	0.9	29	10	0.9	36
CC(C)CCNC(=O)COC(=O)c1cc(Br)c(Br)s1	1	1	1.1	1	7	1	-6	0	1.1	1
COc1ccc(-c2cn3cccnc3n2)cc1NC(=O)C1CCCC1	0.9	1.1	1.1	-3	9	1.1	2	14	1.1	-9
Cc1ccc(NC(=S)NNC(=O)c2nn(C)cc2Cl)cc1	0.9	1.1	1.1	-10	3	0.7	-218	10	1.2	-5
O=C(Nc1ccc2c(c1)CCC2)Nc1ccc2c(c1)OCO2	0.9	1	1	-1	6	0.9	-6	10	0.9	-2
CN1CCC(=NNC(=O)CSc2ccc(Cl)cc2)CC1	0.9	1	1	0	6	1.1	-9	8	1.1	-5
O=C(Nc1nc2nccc(-c3ccccc3)n2n1)c1ccc(F)cc1	0.9	1.1	0.9	2	6	1	-6	12	0.9	-6
CC1CCCN(C(=O)C23CCC(C)(C(=O)C2)C3(C)C)C1 (stereo unspecified)	1	1	0.9	-6	4	1	-8	3	1	-3
CCn1cc(Br)c(C(=O)Nc2ccc(Cl)cc2Cl)n1	0.9	1	1	1	1	1.1	-5	6	1	-4
COc1cc(/C=C(\C#N)C(=O)N2CCOCC2)cc(Br)c1O	1	0.9	1	-2	5	1	2	2	0.8	7
O=[N+]([O-])c1ccc(/C=N/NC2=NS(=O)(=O)c3ccccc32)cc1	1	0.9	1.1	-6	9	0.6	2	5	0.9	6
COc1ccc(S(=O)(=O)Nc2cccc(SC)c2)cc1OC	0.8	1	1	2	-4	1	-12	17	1	-3
O=C(NCCc1c[nH]c2ccccc12)c1cc2ccccc2oc1=O	0.9	1	0.9	-4	-5	1	-3	12	1	4
Cc1nc(N2CCN(C(=O)c3ccc(Cl)cc3)CC2)c(C#N)c2c1COC(C)(C)C2	0.8	1	0.9	-2	-22	1.1	-1	23	0.8	-3
CC(=Nc1ccc2c(c1)nc(CO)n2C)C1=C(O)CC(C)(C)CC1=O	0.8	1.1	0.9	0	2	1.1	5	19	0.8	-6
COc1cccc(CN2CCN(Cc3ccc(O)cc3)CC2CCO)c1 (stereo unspecified)	·	1	·	-1	9	1	-3	·	·	3
NNC(=O)c1cnn(-c2ccccc2)c1C(F)(F)F	1	1	1.1	7	5	1	-7	-4	1	-3
CC(=O)C(C(C)=O)c1c(Cl)c(O)c(O)c2c(C(=O)c3ccccc3)coc12	0.3	0.9	0.4	-4	7	1	10	67*	0.4	7
CC(OCC(O)CN(C)Cc1nc2ccccc2c(=O)[nH]1)c1ccc(Cl)cc1 (stereo unspecified)	1.1	1	1.1	-2	15	1	-87	-12	1	-4
Cc1ccc(N(CC(O)CN2CCCCC2)S(=O)(=O)c2ccccc2[N+](=O)[O-])cc1 (stereo unspecified)	0.8	1.1	0.9	0	14	1.1	-5	20	0.9	-7
COC(=O)c1ccccc1NC(=O)COc1ccccc1	0.8	1	0.9	-2	7	1	-8	22	0.9	-5
COc1cc(/C=C2/N=C(C3CCCCC3)OC2=O)cc(OC)c1OC	0.8	1	0.9	0	10	1.1	-8	24	0.9	-4
O=Cc1ccc(-c2ccc([N+](=O)[O-])cc2Cl)o1	1	1	1.1	0	2	1.1	6	0	0.9	0

Some entries already given, showing only PMI act hi M6P, Diaphorase act and PMI activator.
| Structure | PMI act hi M6P | Diaphorase act | PMI activator |
| --- | --- | --- | --- |
| CCn1cc(Br)c(C(=O)Nc2ccc(Cl)cc2Cl)n1 | 1 | 0.9 | 1 |
| COc1cc(/C=C(\C#N)C(=O)N2CCOCC2)cc(Br)c1O | 0.8 | 1 | 1 |
| O=[N+]([O-])c1ccc(/C=N/NC2=NS(=O)(=O)c3ccccc32)cc1 | 0.9 | 1 | 1.1 |
| COc1ccc(S(=O)(=O)Nc2cccc(SC)c2)cc1OC | 1 | 0.8 | 1 |

The results go on:
SMILES	Diaphorase act	TNAP act hi DEA	PMI activator	HMGR II inh	G6PDH counter	FLuc act counter	TNAP inh no acc	Diaph inh CS	PMI act hi M6P	TNAP inh hiacc
Cc1cc(=O)[nH]c(N/N=C/c2cccs2)n1	1	1	1.4	-4	0	0.9	1	-1	1.5	-3
CCc1nc2ccccc2c(C(=O)Oc2ccc(C(=O)OC)cc2)c1C	0.9	1	1	-3	-2	1	-16	8	1.1	-2
Cc1ccc(/C=N/N2CCN(c3ccccc3)CC2)cc1	1.2	1.1	1.1	-2	14	1	6	-23	1.1	-5
O=C(COc1ccc(Cl)cc1Cl)NCCC1=CCCCC1	0.7	1.1	0.8	-5	3	1.1	-6	27	0.8	-6
NC(=O)COC(=O)c1c2c(nc3ccccc13)CCC2	0.8	1	1.3	1	8	1.1	-9	21	1	-3
C=CCNc1nnc(SCC(=O)N2CCCCC2)c2ccccc12	0.7	1	1	-4	4	1	-12	34	0.9	-3
Cc1nc(CN(C)C(=O)c2ccccc2OC2CCN(S(C)(=O)=O)CC2)cs1	0.9	1	1	-3	9	1.1	-6	10	1	-4
Cc1ccccc1-c1ncc(CN2CCC(CO)(CCCc3ccccc3)CC2)cn1	0.8	1	0.9	-5	6	1	11	15	1	3
CCO/N=C/C1=C(O)C(C(=O)OC)C(C)(C)CC1=O (stereo unspecified)	1	1	1.2	1	10	1	-4	-2	1.1	-3
CCOC(=O)C1=C(O)/C(=C\c2cc(C)n(-c3ccccc3F)c2C)N=C1C	1	1	1.6	0	1	0.7	-3	4	1.6	0
Cc1cc(C)nc(NC(=O)/C=C/c2ccc3c(c2)OCO3)c1	0.9	1	1	-5	6	0.3	2	8	1	0
C#Cc1ccc([C@H]2C=C(C(=O)N3CCN(Cc4ccc5c(c4)OCO5)CC3)O[C@@H](OCc3ccc(CO)cc3)C2)cc1	0.8	1.1	0.8	0	13	1	-8	21	0.9	-5
NC(=O)c1ccccc1O	0.9	1	1	0	11	1.1	-11	9	0.9	-4
Cn1c(SCCN2CCCCC2)nnc1-c1ccccc1Br	0.8	1	0.9	1	18	1	-8	16	1	3
O=C(OCC(=O)N(Cc1ccccc1)C1CCS(=O)(=O)C1)c1cc2c(s1)CCCC2 (stereo unspecified)	0.8	1	0.9	-8	-7	1	-10	20	0.8	-2
CC(=O)NC(=O)Nc1sc(=S)n(C)c1C	0.8	1	1	-4	7	1	-1	17	1	-3
COC(=O)c1c(NC(=O)c2ccc(C)cc2)sc(Cc2ccccc2)c1C	0.9	1	1	1	-2	1	9	11	1	-2
O=C(CCC(=O)N1CCN(S(=O)(=O)c2ccc(Cl)cc2)CC1)Nc1cccc(Br)c1	0.7	1	0.7	-8	18	1.1	-4	27	0.9	1
Cc1ccc(NC(=O)CCSc2nnc(C)s2)cc1	0.9	1	0.9	-5	16	1	-6	10	0.8	-1
O=C(COc1ccc(Cl)cc1Cl)NN=C1c2ccccc2-c2ccccc21	1	1	1	-1	-2	1	-6	-4	1	1
CC(=O)Nc1ccc(S(=O)(=O)N2CCNC(=O)CC2)cc1	1	1	1	-2	0	1.1	-7	4	1	2
CSc1nc(C)c2c(n1)N(c1ccc(C(F)(F)F)cc1)CC2	1	1	1.1	1	-1	1.1	-12	0	1.1	-5
CC1=CCC2C(=O)N(c3ccccc3OC(=O)c3ccccc3F)C(=O)C2C1 (stereo unspecified)	0.9	1	1.1	3	-4	1	-5	10	1	-4
Cc1cc(S(=O)(=O)N(Cc2ccc(C(C)(C)C)cc2)Cc2cccs2)ccc1-n1cnnn1	0.8	1	0.8	-3	-19	1.1	20	24	0.9	-2
COC(=O)C(CC(C)C)NC(=O)c1cccs1 (stereo unspecified)	0.9	1	0.9	-1	10	1	-9	10	0.9	-1
SMILES	Diaphorase act	TNAP act hi DEA	PMI activator	HMGR II inh	G6PDH counter	FLuc act counter	TNAP inh no acc	Diaph inh CS	PMI act hi M6P	TNAP inh hiacc
CC(C)COC(=O)c1cccc2c1-c1ccccc1/C2=N\O	0.7	1	0.9	-6	2	1	-4	28	0.9	-2
O=C(NCc1cccnc1)/C(=C/c1ccc(-c2ccc(Cl)cc2)o1)S(=O)(=O)c1ccccc1	0.9	1	0.9	-3	8	1	2	11	0.9	-2
CC(C)CC(=O)c1c[nH]c(C(=O)NCCCN2CCOCC2)c1	0.9	1	0.9	4	3	1	-9	8	0.9	-4
CCn1cc(C(=O)NCc2ccc3c(c2)OCO3)c(=O)c2cc(F)c(N3CCN(C(=O)c4ccco4)CC3)cc21	0.9	1	0.8	-1	14	1	0	7	0.9	-2
CC(=O)Nc1csc2ccccc12	0.9	1.1	1.1	-10	12	1.1	-9	8	1.1	-5
CC(C)c1ccc(OCc2ccc(C(=O)NN3CCN(C)CC3)o2)cc1	0.8	1	0.9	-3	6	1	-7	18	0.9	-2
O=C(N=Nc1c(O)[nH]c2ccccc12)c1cccc(S(=O)(=O)N2CCCCC2)c1	1	1	0.9	-3	17	1	-7	-1	1	-1
O=C(O)/C=C/C(=O)N1CCN(c2ccccc2F)CC1	0.9	1	1	0	0	1.1	-8	10	1	-1
COCCNC(=O)CCCCCNS(=O)(=O)c1ccc(C)cc1	0.8	1.1	1	2	0	1	-18	17	1	-6
CCOC(=O)/C(C(C)=O)=C1/OC(=O)c2ccccc21	1	1.1	1.1	-3	13	1.1	5	3	1.1	-5
C/C(=N/NC(=O)c1cccc(N2CCCC2=O)c1)c1ccncc1	1	1	1	3	7	0.9	-2	0	1	0
CCN1CCN(CCOc2ccccc2OCc2ccccc2)CC1	1	1.1	1	-3	17	1	-9	-1	1.1	-5
CCn1ncc(C2=NOC(C(=O)NCc3ccc(Cl)cc3)C2)c1C (stereo unspecified)	0.9	1	0.8	-8	7	1.1	-2	10	0.9	1
C=CCNS(=O)(=O)c1sccc1/C=N/O	0.8	1.1	0.9	-2	8	1	-16	21	0.9	-9

2 entries from above, reformatted:
structure,Diaphorase act,TNAP act hi DEA,PMI activator,HMGR II inh,G6PDH counter,FLuc act counter,TNAP inh no acc,Diaph inh CS,PMI act hi M6P,TNAP inh hiacc
NC(=O)COC(=O)c1c2c(nc3ccccc13)CCC2,0.8,1,1.3,1,8,1.1,-9,21,1,-3
C=CCNc1nnc(SCC(=O)N2CCCCC2)c2ccccc12,0.7,1,1,-4,4,1,-12,34,0.9,-3

Screening data from PubChem BioAssay.
